# Source: PubChem BioAssay
# PGC1a acetyl inh: modulators of PGC1a acetylation; U2OS PGC1a acetylation, AlphaScreen anti-acetyl-lysine; with virally co-expressed GCN5 acetyltransferase; inhibition, % at 15.6 µM; 350,000 compounds, 0.17% hits; AID 651687;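 active = every replicate shows inhibition of at least 40%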;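 also: 0% = neutral control wells and 100% = positive control wells; some results beyond the cut were filed as inactive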
# INS-1E GSIS act: primary screen for activators of insulin secretion dependent on glucose, INS-1E cells, GLuc reporter luminescence; activation, % at 16.6 µM; INS-1E GLuc reporter insulin secretion, 2-3 h; 370,000 compounds, 0.61% hits;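 active = lowest replicate activation of at least 40%, so every replicate reaches that level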;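 also: 0% = median of neutral control wells and 100% = median of IBMX positive control wells; some compounds called inactive have numbers as strong as hits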
# Cneo AK release: Cryptococcus neoformans lysis via adenylate kinase release; C. neoformans lysis, adenylate kinase release luminescence, 4 h; normalised: neutral wells 0, clomiphene wells 100; lysis activity, % at 15 µM; 360,000 compounds, 0.2% hits;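 active = mean lysis activity across replicates of at least 80%, whatever share of replicates individually reach that level; inactive = mean lysis activity below 80%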
#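 Assay system: C. neoformans cells. Amount: yeast cell density of 5 × 10^6 cells/mL. Technique: AK luminescence. Buffer or medium: YPD. Times: static 4 h at 37 °C with compound, 1 h detection. Dosing: single-point compound dose. Read-out: lysis from increased AK signal.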
# PAX8 inh HTS: PAX8 transcriptional activity inhibition; inhibition, % at 12.6 µM; RMG-I TPO-luciferase reporter, SteadyGlo, 24 h; AID 652154; 360,000 compounds, 1.2% hits;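 active = mean replicate inhibition at least 60% with every replicate also reaching 60%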;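 also: luciferase light reporting Pax8 driven TPO promoter activity; plate controls were median of neutral control wells for no effect and mitoxantrone controls for full effect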
# C2C12 statin: suppressors of simvastatin-induced myotoxicity in C2C12 myotubes | ATP luminescence, 48 h; scaled: DMSO 0, geranylgeraniol control 100 | rescue of ATP level, % at 7.49 µM | 330,000 compounds, 0.78% hits;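 active = mean ATP rescue above about 67%, or every replicate alone reaching that limit, limit read from the data, passing the limit was not always enough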;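 also: myotubes were challenged with 10 µM simvastatin during compound exposure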
# ARNT TACC3 PPI: disruptors of human ARNT/TACC3 interaction | 390,000 compounds, 0.66% hits | inhibition, % at 9.99 µM | Q9Y6A5 | AlphaScreen His-ARNT PAS-B/GST-TACC3 binding, luminescence; TACC3 fragment carries E629A point mutation;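 active = mean inhibition of replicates at least 50% and at least half of replicates each reaching 50%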;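 also: 0% = complete ARNT plus TACC3 wells and 100% = ARNT alone without TACC3; many hits fall short of the cut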
# PglD inh: inhibitors of Campylobacter jejuni PglD acetyltransferase | purified PglD enzyme, DTNB colorimetric CoA detection | inhibition, % at 12.5 µM | 360,000 compounds, 0.098% hits | AID 602405; in the data active = inhibition above about 16%, passing the limit was not always enough; also: strong numbers were not always called active
# LGR2 antag: blocks bursicon-induced cAMP signaling via Drosophila LGR2 | inhibition, % at 9.99 µM | 380,000 compounds, 0.35% hits | HEK293 LGR2, CRE-luciferase, bursicon-stimulated, 4 h;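 active = drop in luminescence signal, shown as inhibition above about 50% in the replicate tests, limit read from the data, passing the limit was not always enough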;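 also: agonist challenge used bursicon conditioned medium at about half maximal strength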
# * hit, by the source's call; . = not tested or not shown; & = joins results of further samples.
SMILES,PGC1a acetyl inh,INS-1E GSIS act,Cneo AK release,PAX8 inh HTS,C2C12 statin,ARNT TACC3 PPI,PglD inh,LGR2 antag
COc1ccc(-c2ccc3n(c2=O)C[C@@H]2[C@@H](CO)[C@H](C(=O)N4CCOCC4)N[C@H]32)cc1,.,3,-5,10,-11,0,3,3
CC1(C)CC(=O)N(c2cccc(C(F)(F)F)c2)C(=O)C1,.,12,-2,13,-3,-3,-1,4
COc1ccccc1C1(CCNC(C)c2cccs2)CCOC(C(C)C)C1 (stereo unspecified),5,-31,-1,2,.,.,1,1
CCCCNCCS(=O)(=O)NCc1ccc(OC)cc1,.,12,0,-13,22,-3,-2,12
Cc1ccc(SCCC(=O)NC2CC2)cc1,8,7,.,-1,-11,-6,.,9
O=C(Nc1cc(C(F)(F)F)ccc1-n1cncn1)C1CC1,8,44,2,-4,2,-2,-3,-1
COc1cc2c(cc1OC)CN(c1ncccc1[N+](=O)[O-])CC2,.,50*,.,-73,3,1,.,-80
O=C(NC1CCN(Cc2ccccc2)CC1)c1ccccc1OCc1ccccc1Cl,.,-37,-1,14,0,.,0,5
COc1cc(Cl)ccc1S(=O)(=O)n1nc(C)cc1C,8,.,1,.,28,-5,-5,.
COc1ccc(/C=C/C(=O)c2ccc(OC)cc2OC)c(OC)c1,26,.,0,.,0,11,12,.
Cc1ccc(S(=O)(=O)NCC(=O)Nc2cccc([N+](=O)[O-])c2)cc1,.,-15,.,12,.,-8,.,17
Cc1cccc(C)c1-n1c(C)nn(CCOc2ccccc2)c1=O,6,51,1,7,-3,-7,1,3
COc1ccc(C(=O)Nc2cc(C)nn2-c2cccc(F)c2)cc1,.,10,.,15,.,-13,.,-13
C[C@H](CO)N1C[C@H](C)[C@H](CN(C)S(=O)(=O)c2cn(C)cn2)Oc2ccc(NC(=O)Nc3ccc(C(F)(F)F)cc3)cc2CC1=O,.,8,-1,43,-87,14,-1,-2
O=c1c2c(nc3c(-c4ccc(Cl)cc4)c[nH]n13)CCC2,-2,-1,0,46,-85,46*,-4,17
Fc1ccccc1N=C1NN=C(c2ccccc2)CS1,2,6,-2,60,-62,-1,-168,-1
COc1ccc(S(=O)(=O)N[C@H]2CC[C@H](CC(=O)N3CCc4ccccc4C3)O[C@H]2CO)cc1,-5,-2,2,16,4,-15,37,-1
CCC(=O)NNC(=O)c1c(O)c2ccccc2[nH]c1=O,18,3,-2,-4,-1,-1,4,7
COc1ccc(C2=NN(C(=O)CCC(=O)O)C(c3ccccc3F)C2)cc1 (stereo unspecified),-9,0,-4,15,-6,-37,5,-3
CCOC(=O)c1c(C)[nH]c(C(=O)COC(=O)CSCC(=O)N(CC)CC)c1C,-2,20,-3,4,-2,-1,-10,.

# Molecules listed so far that have a nitro group on carbon, in the order listed:
SMILES,PGC1a acetyl inh,INS-1E GSIS act,Cneo AK release,PAX8 inh HTS,C2C12 statin,ARNT TACC3 PPI,PglD inh,LGR2 antag
COc1cc2c(cc1OC)CN(c1ncccc1[N+](=O)[O-])CC2,.,50*,.,-73,3,1,.,-80
Cc1ccc(S(=O)(=O)NCC(=O)Nc2cccc([N+](=O)[O-])c2)cc1,.,-15,.,12,.,-8,.,17

# The list goes on:
SMILES,PGC1a acetyl inh,INS-1E GSIS act,Cneo AK release,PAX8 inh HTS,C2C12 statin,ARNT TACC3 PPI,PglD inh,LGR2 antag
O=C(N/N=C/c1cc([N+](=O)[O-])ccc1O)Nc1ccccc1,.,-17,.,3,.,25,.,15
C[C@@H]1CN([C@H](C)CO)C(=O)c2cccc(NC(=O)CCCCCC(=O)Nc3ccccc3N)c2O[C@@H]1CN(C)C(=O)Nc1ccc(F)cc1,3,5,.,-3,.,.,.,8
COc1cc(NC(=O)NCC2CCN(Cc3ccccc3C)CC2)cc(OC)c1OC,.,5,3,14,-21,-4,0,-3
CCOC(=O)C1CCN(C(=O)CCC2CCCC2)CC1,7,-3,-3,4,5,1,3,2
CCn1cc(C2=NOC(C(=O)Nc3c(C)nn(Cc4ccc(F)cc4)c3C)C2)c(C)n1 (stereo unspecified),-7,.,-1,12,6,-4,-4,3
COCCCNC(=O)CCn1c(=O)c2ccccc2n(CC(=O)NCCc2ccc(OC)c(OC)c2)c1=O,-1,12,4,-2,.,2,-2,0
Cc1c(NC(=O)C(C)OC(=O)CCc2ccccc2)c(=O)n(-c2ccccc2)n1C (stereo unspecified),.,1,.,13,.,10,.,-19
CCN1CCN(CCOc2cccc(Cl)c2Cl)CC1,24,-5,.,-15,.,26,.,36
CN(C)CCCNC(=S)N1CCC(c2nc3ccccc3[nH]2)CC1,.,10,-2,-10,8,7,-4,6
Cc1ccc(S(=O)(=O)NC(C(=O)Oc2ccc3c(C)c(Cl)c(=O)oc3c2)c2ccccc2)cc1 (stereo unspecified),.,-3,15,-1,.,-5,-2,-12
COC(=O)c1sc(SC)c2c1CC(C)(C)C/C2=N/O,-27,.,.,6,.,7,.,5
CC(C)c1nnc(NC(=O)CCc2ccccc2)s1,2,-4,7,-47,-1,4,-1,-24
CC(=O)N1CCOc2ccc(S(=O)(=O)Nc3cccc(C)c3)cc21,.,7,.,1,6,2,.,6
Cc1ccc(NC(=O)C2C3C=CC4(O3)C2C(=O)N(CCN2CCOCC2)C4C(=O)NC2CCCCC2)cc1C (stereo unspecified),-16,-2,-1,-2,-7,-4,-7,0
Cc1cccc(C)c1NC(=S)N(CCN(C)C)C(C)c1ccccn1 (stereo unspecified),.,37,.,-12,.,45*,.,-1
Cc1ccc(C)n1-c1ccc(N2CCOCC2)cc1,-1,.,0,17,-8,2,-1,.
COc1cc(/C=N/NS(=O)(=O)c2ccc3ccccc3c2)ccc1OCc1ccc(C(=O)O)cc1,-1,-2,-7,84*,5,0,-4,82*
NCC(=O)NCC(=O)NC[C@H]1O[C@@H](n2cnc3c(N)ncnc32)[C@H](O)[C@@H]1O,-9,0,5,-3,12,4,6,-4
COc1ccccc1N1CCN(CC(O)COc2ccc(C)c(C)c2)CC1 (stereo unspecified),1,-12,1,14,1,-2,5,-10
CCOC(=O)C1(Cc2ccccc2C)CCCN(C(=O)CCn2nccc2C)C1 (stereo unspecified),-10,22,.,-10,-2,-5,.,-4

# Reprinted at random: 3 records from the list, in no set order.
SMILES,PGC1a acetyl inh,INS-1E GSIS act,Cneo AK release,PAX8 inh HTS,C2C12 statin,ARNT TACC3 PPI,PglD inh,LGR2 antag
Cc1ccc(NC(=O)C2C3C=CC4(O3)C2C(=O)N(CCN2CCOCC2)C4C(=O)NC2CCCCC2)cc1C (stereo unspecified),-16,-2,-1,-2,-7,-4,-7,0
CC1(C)CC(=O)N(c2cccc(C(F)(F)F)c2)C(=O)C1,.,12,-2,13,-3,-3,-1,4
O=C(N/N=C/c1cc([N+](=O)[O-])ccc1O)Nc1ccccc1,.,-17,.,3,.,25,.,15

# (next part)
SMILES,PGC1a acetyl inh,INS-1E GSIS act,Cneo AK release,PAX8 inh HTS,C2C12 statin,ARNT TACC3 PPI,PglD inh,LGR2 antag
COc1ccccc1NC1=NC(c2ccc(Cl)cc2)N=C(N)N1 (stereo unspecified),.,.,-1,.,-70,-1,-1,.
Cc1ccc(S(=O)(=O)n2cnc3ccccc32)cc1[N+](=O)[O-],.,0,0,-17,-9,-10,6,1
C=CCN1C(=O)c2ccc(C(=O)N3CCN(S(=O)(=O)c4cccc(F)c4)CC3)cc2C1=O,.,3,.,-15,0,-1,.,-13
O=C(Nc1ccccc1Cl)O/N=C/c1ccc(F)cc1,.,-10,.,-22,.,-4,.,-18
CCCC(=O)Nc1ccc2c(c1)OC[C@@H](C)N(Cc1ccc(F)cc1)C[C@@H](C)[C@H](OC)CN(C)C2=O,2,-18,.,-3,.,.,.,-18
Cc1ccccc1S(=O)(=O)N1C[C@@H]2[C@H](c3ccccc31)[C@H](CO)N2C(=O)CC1CC1,-1,-1,7,-16,0,2,-2,-3
COc1cccc(-n2c(=O)c3sccc3n(CC(=O)NCC3CCCO3)c2=O)c1 (stereo unspecified),0,32,6,8,-1,4,2,6
CC(C)NC(=O)N(C)C[C@@H]1Oc2ccc(NC(=O)NC3CCCCC3)cc2CC(=O)N([C@H](C)CO)C[C@H]1C,8,-1,0,.,6,-17,-4,-16
CCN1CCN(CCCNC(=O)c2ccc(NC(=O)C3=C(C)OCCS3)cc2)CC1,-1,-4,-1,-1,3,-1,-2,8
CC(=O)Nc1ccc(NC(=O)CNC(=O)c2sc3ccccc3c2Cl)cc1,4,9,-3,-4,-3,-2,-1,-17
Cc1ccc(-c2cnc3c(c2)C(=O)N([C@@H](C)CO)C[C@H](C)[C@H](CN(C)C(=O)c2cccnc2)O3)cc1,14,17,-1,.,0,4,1,0
Cc1cccc(NC(=O)c2c(F)c(F)c(F)c(F)c2F)c1,1,.,4,.,0,0,7,.
O=C(Cn1nc(-c2cccc([N+](=O)[O-])c2)c2ccccc2c1=O)Nc1cccnc1,.,.,-4,.,-1,-3,0,.
C/C(Cl)=C/Cn1c(N2CCCC2)nc2c1c(=O)n(C)c(=O)n2C,4,.,-1,.,10,1,2,.
Nc1nonc1C(=O)NCCNCc1ccccc1OCc1ccccc1F,-3,.,1,.,-32,0,-1,.
COc1ccc(S(=O)(=O)Nc2ccc3c(c2)C(=O)N([C@@H](C)CO)C[C@H](C)[C@H](CN(C)S(=O)(=O)c2ccc(F)cc2)OCCCC[C@@H](C)O3)cc1,-12,-19,2,34,45,4,3,2
COc1cccc(NC(=S)N2CCN(S(=O)(=O)c3ccccc3)CC2)c1,.,10,0,9,.,33,-350,2
COc1ccc(COCC23N=C4SCCCN4[C@H](c4ccccc4O2)[C@H]3CO)cc1,-3,.,4,-7,.,1,-1,.
COc1ccc(CN(C)C[C@@H]2Oc3ccc(NC(=O)CCC(F)(F)F)cc3C(=O)N([C@H](C)CO)C[C@H]2C)cc1,0,-3,-2,7,0,-3,0,8
O=C(O)CC(C(=O)OCC1CCCO1)N1CCOCC1 (stereo unspecified),0,.,0,8,-15,-8,0,.
COc1ccccc1NC(=O)N(C)C[C@@H]1Oc2ncc(Br)cc2C(=O)N([C@H](C)CO)C[C@@H]1C,-1&7&-4,34&19,1&-2,3,10&5&13,-8&-12,-1&1,-6&6
COC(=O)C1=C(C(=O)OC)[C@@H]2N(C)c3ccccc3[C@@]23C[C@@H](C(=O)OC)N(C(=O)c2cc(C)oc2C)C3=N1,.,.,1,.,3,3,2,.
CC(C)(C)NC(=O)CSc1nc(N)cc(=O)[nH]1,-6,11,0,-7,0,-3,-1,0
Cn1c(SCC(=O)NC2CCCC2)nc2cccnc21,-1,.,0,-8,.,.,1,.
C[C@@H]1CCCCO[C@@H](CN(C)Cc2ccc(C(F)(F)F)cc2)[C@H](C)CN([C@H](C)CO)C(=O)c2cc(NC(=O)NC3CCCCC3)ccc2O1,2,8,1,9,.,-5,2,11
COc1cc([N+](=O)[O-])cc2sc(NC(C)=O)nc12,.,-2,.,46,.,-36,.,4
CO[C@@H]1CN(C)C(=O)c2ccc(NC(=O)Nc3cccc(F)c3)cc2OC[C@@H](C)NC[C@@H]1C,-6,-7,-2,1,-20,4,-1,0
Cc1ccc2c(c1)c1c(c(=O)n(-c3ccccc3C)c(=O)n1CC(=O)NCC1CCCO1)n2C (stereo unspecified),-4,7,3,27,10,-1,-10,3
O=C(c1ccc(Cl)c([N+](=O)[O-])c1)N1CCN(Cc2ccc3c(c2)OCO3)CC1,.,-16,.,22,.,7,.,-10
C[C@@H]1CN([C@H](C)CO)C(=O)c2cc(C3=CCCC3)cnc2O[C@H]1CN(C)S(=O)(=O)c1cn(C)cn1,11,14,-3,10,-12,3,4,-12
N#CC1=C2N=C(N)c3c(sc4c3CCCCC4)N2C2=C(C(=O)CCC2)C1c1ccccc1 (stereo unspecified),-10,.,1,.,.,5,1,.
Cc1nn(C)c(Cl)c1S(=O)(=O)N[C@@H](c1ccccc1)[C@]1(C)C[C@H]1[C@@H](C)C(=O)Nc1ccc2ccccc2c1,-10,-6,1,10,-4,-5,0,17
